DNA Pol III inh – qHTS Assay for Inhibitors of DNA Polymerase III Holoenzyme System; reconstituted DNA polymerase III holoenzyme replication, biochemical; Potency, µM (series often up to 57.1 µM), for inactives: at the highest dose activity change, negative = inhibition; actives 0.25% (n = 71,000); AID 603, 2007; note: potency is the fitted concentration of half-maximal effect; % is set by controls: 0 for no effect and ±100 for the full control effect
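Reconstituted *E. coli* holoenzyme (0.35 nM Pol III, 1 nM beta, 154 nM SSB, 2 nM primase) was preincubated with compound for 15 min at RT. Synthesis on 1.4 nM ssM13Gori ran 35 min, then was stopped with PicoGreen/EDTA and read as dsDNA fluorescence.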
Hsp90 Hop PPI – qHTS Assay for Disrupters of an Hsp90 Co-Chaperone Interaction; Hsp90 C-terminal peptide / TPR2A (Hop) interaction, human; AlphaScreen TPR2A-His6 binding biotin-Hsp90 C-terminal peptide; Potency, µM (titrated, usually from 57 µM), for inactives: top-dose activity change, negative = inhibition; actives 0.44% (n = 71,000); AID 595, 2007; active = well fitted curve in either direction with a large enough effect; inconclusive = small, poorly fitted or top-dose-only effect, or another doubt; note: potency is the fitted concentration of half-maximal effect; % is set by controls: 0 for no effect and ±100 for the full control effect; many of its hits are not listed in these tables
Luciferase inh – qHTS Assay for Inhibitors of Firefly Luciferase. Luciferin 4-monooxygenase (Photinus pyralis), P08659. purified firefly luciferase, luminescence, 8 min. AID 411, 2009. Potency, µM (titrated, usually from 57.1 µM), for the others: at the top dose activity change, negative = inhibition, actives largely listed as inhibitors. actives 2.2% (n = 72,000); note: potency is the fitted concentration of half-maximal effect; % is set by controls: 0 for no effect and ±100 for the full control effect; nearly all actives have a fitted effect of over 40% in size
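Titration-based qHTS; buffer 50 mM imidazole pH 7.2, 50 mM KCl, 7 mM MgCl2, 10 uM ATP, 0.01% Tween 20, 0.05% BSA; luciferase/luciferin detector mix added after compound; 8 min, ambient; luminescence.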
CRE Fsk mod – Cell signaling CRE-BLA (Fsk stim) | actives 2.5% (n = 71,000) | CHO CRE-bla reporter (cAMP response element driving beta-lactamase), forskolin EC10, beta-lactamase ratio | Potency, µM (highest dose often 38.2 µM), inactives show at the highest dose activity change, negative = inhibition, actives largely listed as activators; active = well fitted activation curve with a large enough effect in the signal ratio, with a control signal flat, not every such curve was filed as active; inconclusive = small, poorly fitted or top-dose-only effect, or effect the other way, or a change in a side signal; the % refers to the signal ratio; note: potency is the fitted concentration of half-maximal effect; % of control where 0% means no effect
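Modulation of forskolin signalling: compounds in titration series added with EC10 NKH 477 to CHO cells carrying a CRE-driven beta-lactamase reporter, 3 h, 37C. CCF4 FRET ratio (460/530 nm, ex 405 nm) gives %activity and AC50.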
15-hLO inh – qHTS Assay for Inhibitors of 15-hLO (15-human lipoxygenase); Polyunsaturated fatty acid lipoxygenase ALOX15 (Homo sapiens), P16050; actives 1.4% (n = 74,000); Potency, µM (titrated, usually from 57.1 µM), for the others: top-dose activity change, negative = inhibition, usual class: inhibitors; purified 15hLO-1, xylenol orange hydroperoxide absorbance; note: potency is the fitted concentration of half-maximal effect; % is set by controls: 0 for no effect and ±100 for the full control effect; nearly all actives have a fitted effect of over 55% in size
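Inhibition is scored from a chromogenic endpoint. After 15 min enzyme-compound contact, arachidonic acid (50 uM final) reacts 6 min with 40 nM 15hLO-1 at room temperature, then Fe-XO reagent is added for 30 min and absorbance ratio recorded.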
ERK AVP inh – qHTS Assay for Inhibitors of the ERK Signaling Pathway using a Homogeneous Screening Assay; HEK293-V1b, vasopressin-stimulated pERK AlphaScreen; Potency, µM (doses to about 57.5 µM), inactives show top-dose activity, negative = inhibition, usual class: inhibitors; actives 0.99% (n = 72,000); note: potency is the fitted concentration of half-maximal effect; % is set by controls: 0 for no effect and ±100 for the full control effect; nearly all actives have a fitted effect of over 55% in size
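V1b-HEK293 cells; cpd 30 min 37C; 25 nM vasopressin 5 min; lyse 10 min; AlphaScreen beads 5 hr RT. Normalized to DMSO basal and 25 nM vasopressin; AC50 by Hill fit.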
Tau fil binding – qHTS Assay for Tau Filament Binding | Microtubule-associated protein tau (Homo sapiens), P10636 | Potency, µM (series often up to 57.1 µM), inactives show at the top dose activity change, negative = inhibition | actives 2% (n = 71,000) | AID 596, 2007 | recombinant tau filaments, thioflavin S fluorescence, 15 h; filaments grown with octadecylsulfate alongside compound;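 note: potency is the fitted concentration of half-maximal effect; % is set by controls: 0 for no effect and ±100 for the full control effect; actives lower thioflavin S fluorescence by blocking filaments or displacing dye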
Target sequence (P10636 whole entry, looked up): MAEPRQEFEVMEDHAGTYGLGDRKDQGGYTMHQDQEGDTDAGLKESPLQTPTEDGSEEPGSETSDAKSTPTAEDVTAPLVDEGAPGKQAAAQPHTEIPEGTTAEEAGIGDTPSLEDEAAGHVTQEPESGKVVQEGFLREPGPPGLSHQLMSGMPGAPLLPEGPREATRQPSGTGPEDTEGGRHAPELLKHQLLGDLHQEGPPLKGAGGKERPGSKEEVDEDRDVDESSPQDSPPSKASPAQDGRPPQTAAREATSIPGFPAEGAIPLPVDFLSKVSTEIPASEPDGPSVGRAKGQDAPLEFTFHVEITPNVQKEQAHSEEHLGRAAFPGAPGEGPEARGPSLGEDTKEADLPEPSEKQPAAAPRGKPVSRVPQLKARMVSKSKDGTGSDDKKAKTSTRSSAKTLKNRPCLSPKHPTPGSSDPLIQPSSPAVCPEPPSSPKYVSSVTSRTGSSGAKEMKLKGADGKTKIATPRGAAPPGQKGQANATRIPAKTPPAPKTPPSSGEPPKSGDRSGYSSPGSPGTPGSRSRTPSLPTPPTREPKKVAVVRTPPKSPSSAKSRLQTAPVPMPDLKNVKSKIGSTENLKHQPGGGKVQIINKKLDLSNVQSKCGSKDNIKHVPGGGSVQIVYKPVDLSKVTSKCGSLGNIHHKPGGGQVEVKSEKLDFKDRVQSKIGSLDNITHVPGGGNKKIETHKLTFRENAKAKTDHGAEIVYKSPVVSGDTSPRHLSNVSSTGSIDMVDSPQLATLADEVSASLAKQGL
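Quantitative HTS: thioflavine S signal from ODS-induced tau filaments, excited at 450 nm, emission 510 nm. Conditions: 1 uM tau, 30 uM ODS, 15 h at 37 C, pH 7.4.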
Ub-GFP proteasome – Ubiquitin-GFP Assay. Potency, µM (highest dose often 45.9 µM), for inactives: top-dose activation (GFP accumulation), usual class: activators. Ubiquitin-GFP reporter cells, proteasome inhibition, GFP fluorescence; response scale: untreated = 0%, 10 µM MG-132 = 100%. 67,000 tested, under 10 active. AID 526, 2006; active = well fitted activation curve with a large enough effect, not every such curve was filed as active; inconclusive = small, poorly fitted or top-dose-only effect, or another doubt; inactive = no such curve, though single readings can be large or run the other way; note: potency is the fitted concentration of half-maximal effect
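U2OS cells expressing ubiquitin(G76V)-GFP, seeded overnight in 0.5% FBS medium, then treated 4 hr at 37 C across 46 uM to 2.9 nM. GFP-positive cells counted by laser cytometry (488 ex/515 em); %activity scaled between basal and 10 uM MG-132.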
Epigenetic mod – qHTS Assay for Epigenetic Modulators. actives 0.09% (n = 68,000). Potency, µM (highest dose often 46.1 µM), for inactives: at the highest dose GFP derepression (activation). AID 597, 2007. mouse C127i GFP locus derepression, cytometry, 30 h; note: % of control where 0% means no effect
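Derepression screen: silenced CMV-GFP reporter in murine C127i cells, 30 h compound incubation at 37 C, washed cells imaged by laser-scanning cytometer to enumerate GFP-expressing objects of 20 to 120 um.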
HADH2 inh – qHTS Assay for Inhibitors of HADH2 (Hydroxyacyl-Coenzyme A Dehydrogenase, Type II) | 3-hydroxyacyl-CoA dehydrogenase type-2 (Homo sapiens), Q99714 | recombinant HADH2, NADH fluorescence, beta-hydroxybutyryl-CoA | Potency, µM (series often up to 57.1 µM), for inactives: at the highest dose activity change, negative = inhibition, usual class: inhibitors | actives 3.4% (n = 73,000); note: potency is the fitted concentration of half-maximal effect; % is set by controls: 0 for no effect and ±100 for the full control effect; nearly all actives have a fitted effect of over 60% in size; many of its hits are not listed in these tables
Target sequence (Q99714 whole entry, looked up, one chain of several): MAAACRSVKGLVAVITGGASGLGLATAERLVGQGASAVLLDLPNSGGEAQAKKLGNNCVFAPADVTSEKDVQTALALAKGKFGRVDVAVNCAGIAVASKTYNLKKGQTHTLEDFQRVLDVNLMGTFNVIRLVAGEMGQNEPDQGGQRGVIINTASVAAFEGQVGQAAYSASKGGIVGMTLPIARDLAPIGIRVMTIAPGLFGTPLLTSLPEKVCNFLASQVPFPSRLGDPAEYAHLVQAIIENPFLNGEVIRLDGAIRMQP
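E. coli-expressed His-tagged HADH2 tested at 20 nM in alkaline Tris buffer (pH 9.0); oxidation of 90 uM beta-hydroxybutyryl-CoA with 1 mM NAD+ tracked fluorimetrically for 4 min.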
HBB splice mod – qHTS Assay for Modulators of Hemoglobin Beta Chain Splicing | actives 0.06% (n = 65,000) | HBB splicing reporter cell assay, activation; EGFP reporter with mutant IVS2-654 intron; response scale: normalised to 500 nM splice-correcting PNA | Potency, µM (top dose mostly 46.1 µM), inactives show top-dose activation, actives largely listed as activators | AID 925, 2007; note: potency is the fitted concentration of half-maximal effect; 0% is about no effect
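HeLa cells stably expressing EGFP interrupted by mutant beta-globin intron 2 (IVS2-654), 500/well in 2% FCS. Treated with compound for 2 days at 37C. Splicing correction scored as total well GFP intensity (488 nm excitation, 500-520 nm emission); 500 nM antisense PNA served as control.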
* hit, by the source's call; i = inactive; ? = inconclusive; · = no result given; & = joins results of further samples; [ ] = dose if it differs, or a comment. Unless noted, calls come from the whole dose curve; as a rule, active = well fitted curve in the direction sought with a large enough effect; inconclusive = small, poorly fitted or top-dose-only effect, or another doubt; inactive = no such curve, though single readings can be large; an effect the other way counts as inactive or inconclusive.

Values run as follows: DNA Pol III inh	Hsp90 Hop PPI	Luciferase inh	CRE Fsk mod	15-hLO inh	ERK AVP inh	Tau fil binding	Ub-GFP proteasome	Epigenetic mod	HADH2 inh	HBB splice mod
1	O=C1OC(=O)c2cc([N+](=O)[O-])ccc21
    1%	-2%	·	5%	-5%	11%	1%	·	·	-4%	0.4%
2	Cc1ccc2cc(CN(Cc3ccc(F)cc3)Cc3nnnn3C3CCCC3)c(=O)[nH]c2c1
    1%	-8%	4%	10%	-19%	3%	4%	0%	1%	-24%	·
3	Cc1ccc(C(=O)Nc2c(C(=O)N3CCOCC3)cnn2-c2ccccc2)cc1
    -2%[11.4 µM]	1%[11 µM]	0%	?	-5%[11.4 µM]	16%	12%[11.4 µM]	11%[9.17 µM]	2%	1%[11.4 µM]	-5.0%[0.0738 µM]
4	CN(c1ccccc1)c1ccc(/C=c2\s/c(=C(/C#N)C(=O)C(C)(C)C)n(Cc3ccco3)c2=O)cc1
    8%	-2%	-6%	?	-11%	6%	18%	5%	8%	-23%	?
5	COc1cccc(Oc2coc3c(CN4CCOCC4)c(O)ccc3c2=O)c1
    -5%	0%	1%	-4%	4%	1%	-6%	-2%	2%	39%[activator]	4.0%[0.369 µM]
6	Cc1cc(NC(=O)C2CC(c3ccc(F)cc3)=NO2)n(-c2ccccc2)n1 (centres undefined)
    -5%	-4%[2.3 µM]	4%	12%	0%	-5%	6%	-3%	·	7%	-0.7%
7	COC(=O)CN1C(=O)C(O)(CC(=O)c2ccc(C)cc2)c2cc(Br)ccc21 (centres undefined)
    -12%	-1%	3%	-6%	-15%	4%	9%	0%	-2%	6%	-0.2%
8	O=C1c2ccccc2C(=O)N1c1cccc(-c2nc3ccccc3o2)c1
    3%	-2%	-1%	3.2µM*	7%	4%	346%	-12%	-2%	4%	1.1%[9.22 µM]
9	CCN(CC)S(=O)(=O)c1ccc(NC2c3ccccc3C(=O)N2Cc2ccc3c(c2)OCO3)cc1 (centres undefined)
    -4%	-4%[2.3 µM]	-1%	14%	-14%	-18%	61%	0%	·	-6%	-0.4%
10	COCCNC(C)C(=O)Nc1ccc(Br)cc1 (centres undefined)
    0%	1%	1%	-1%	4%	0%	8%	-4%	-2%	-6%	-0.6%[57.5 µM]
11	Cc1ccc(-c2cc(-c3ccc(C)o3)nc(N)c2C#N)cc1
    0%	-1%	-5%	-6%	0%	-1%	11%	-1%	0%	-1%	0.6%
12	CC(C)=CCc1c(O)cc(O)c2c1O[C@H](c1ccccc1)CC2=O
    -2%	2%	3%[11.4 µM]	?	2%[25.6 µM]	20%	40µM*	-4%	-5%[9.22 µM]	-1%	·
13	CCN(CC(=O)NC1CCS(=O)(=O)C1)C(=O)C(c1ccccc1)c1ccccc1 (centres undefined)
    2%	-4%	3%	-8%	-1%	-10%	-11%	-8%	0%	12%	2.1%[1.84 µM]
14	N#CC1=C(N)N2C(=C(C#N)C13CCN(Cc1ccccc1)CC3)Nc1ccccc12
    2%	-2%	2%	5%	?	0%	-6%	-8%	0%	-15%	0.3%
15	O=S1(=O)N=C2CCCN2C(c2ccc(F)cc2)N1 (centres undefined)
    3%	1%	1%	?	6%	2%	3%	-7%	-1%	-1%	3.8%
16	NC(=S)c1ccc[n+]([C@@H]2O[C@@H](COP(=O)([O-])OP(=O)(O)OC[C@@H]3O[C@@H](n4cnc5c(N)ncnc54)[C@@H](OP(=O)(O)O)[C@H]3O)[C@@H](O)[C@H]2O)c1
    -7%	-18%	3%	3%	?	-4%	-3%	5%	-1%	?	1.4%
17	CC(C)C1Cc2[nH]c(=O)c(C(=O)O)cc2CO1 (centres undefined)
    2%	-11%	3%	?	-15%	-7%	-28%	-5%	0%	?	-2.0%
18	Fc1cc(F)c2nc(N3CCCCC3)sc2c1
    -2%	14%	?	18%	-2%	20%	-9%	-5%	6%	4%	3.2%
19	c1nc2sc3c(c2c2nnnn12)CCC3
    -7%	-3%	0%	-15%	1%	-12%	5%	6%	1%	?	2.9%
20	COc1cc(OC)c(C#N)c(S(=O)Cc2ccccc2)c1 (centres undefined)
    -5%	2%	1%	-11%	6%	-24%	2%	4%	2%	?	-0.7%
21	O=C(C1CCCN(Cc2cccnc2)C1)N1CCCCC1 (centres undefined)
    -4%	-5%	1%	1%	-4%	12%	2%	3%	0%	-1%	-0.1%
22	COc1ccc(CNC(=O)c2cc(-c3ccccc3OC)on2)cc1
    -1%	11%	-12%	-13%	-20%	5%	17%	6%	0%	1%	0.5%
23	CCNc1ncc2nc(-c3ccccc3)c(=O)n(CCOC)c2n1
    -7%	16%	0%[11.4 µM]	?	-2%	7%	50%	4%	0%[9.22 µM]	i	0.3%
24	CCNC(=O)c1c(O)c2ccccc2[nH]c1=O
    0%	-4%	2%	?	-2%	-5%	-18%	4%	1%	-1%	-1.7%[9.22 µM]
25	O=C(NCCN1CCOCC1)c1ccc(CS(=O)(=O)c2c(Cl)cccc2Cl)o1
    -5%	-3%	1%	4%	5%	-7%	-10%	-4%	-11%	-4%	-0.3%
26	Cn1c(COc2ccccc2)nnc1SCCN1CCOCC1
    -5%	-1%	1%	2%	5%	?	-2%	-1%	-1%	3%	·
27	Cc1cc(=O)[nH]c(SCC(=O)NCc2ccco2)n1
    -26%	-4%	-1%	-7%	-6%	-10%	-3%	-1%	0%	-26%	-0.6%
28	CCn1c(SCC(=O)OC)nc2sc3c(c2c1=O)CCC3
    -21%	-2%	-2%	13µM*	-23%	?	-21%	6%	-2%	?	0.6%
29	CCOc1ccc(C(CC(=O)O)NC(=O)COc2ccccc2)cc1 (centres undefined)
    -1%	-1%	-1%	9%	1%	-4%	19%	20%	-1%	-4%	-4.4%
30	Cc1ccc(Cn2c(=N)n(CC(O)c3ccco3)c3ccccc32)cc1 (centres undefined)
    -4%	-4%	-16%	3%	-8%	6%	-3%	-4%	3%	-21%	-1.2%
31	CSc1nsc(NC(=O)Cc2ccccc2)n1
    1%	-1%	0%	0%	0%	-1%	-2%	-4%	3%	-6%	5.3%
32	CC(=O)OC1c2c(ccc3ccc(=O)oc23)OC(C)(C)C1OC(=O)CC(C)C (centres undefined)
    -12%	1%	-2%	?	-7%&-5%	8%&-15%	-6%	16%	0%	?	-0.4%

Compound profiles, from the list above.
Listed for Cc1ccc(Cn2c(=N)n(CC(O)c3ccco3)c3ccccc32)cc1 (centres undefined) → DNA Pol III inh = -4%; Hsp90 Hop PPI = -4%; Luciferase inh = -16%; CRE Fsk mod = 3%; 15-hLO inh = -8%; ERK AVP inh = 6%; Tau fil binding = -3%; Ub-GFP proteasome = -4%; Epigenetic mod = 3%; HADH2 inh = -21%; HBB splice mod = -1.2%
Listed for CCN(CC)S(=O)(=O)c1ccc(NC2c3ccccc3C(=O)N2Cc2ccc3c(c2)OCO3)cc1 (centres undefined) → DNA Pol III inh = -4%; Hsp90 Hop PPI = -4%[2.3 µM]; Luciferase inh = -1%; CRE Fsk mod = 14%; 15-hLO inh = -14%; ERK AVP inh = -18%; Tau fil binding = 61%; Ub-GFP proteasome = 0%; Epigenetic mod = ·; HADH2 inh = -6%; HBB splice mod = -0.4%

Compound activity: PubChem, National Center for Advancing Translational Sciences (NCATS)

Some of the compounds tested. The share of hits here may be higher or lower than overall.
